Screening results: PubChem, several laboratories
SR-BI DiI inh: inhibitors of SR-BI mediated HDL lipid uptake, primary screen, ldlA[mSR-BI] cells, fluorescence, single point; Scavenger receptor class B member 1 (Mus musculus), Q61009; inhibition, % at 12.5 µM; 320,000 tested, 0.96% active; ldlA[mSR-BI] CHO cells, DiI-HDL uptake fluorescence, 3 h;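 active = mean replicate inhibition of at least 70% and a set share of replicates each scoring 70 or more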;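 also: 0% = median of neutral control wells and 100% = median of positive control wells; values of inactives mirror those of a sister screen read the other way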
Target sequence (Q61009 whole entry, looked up): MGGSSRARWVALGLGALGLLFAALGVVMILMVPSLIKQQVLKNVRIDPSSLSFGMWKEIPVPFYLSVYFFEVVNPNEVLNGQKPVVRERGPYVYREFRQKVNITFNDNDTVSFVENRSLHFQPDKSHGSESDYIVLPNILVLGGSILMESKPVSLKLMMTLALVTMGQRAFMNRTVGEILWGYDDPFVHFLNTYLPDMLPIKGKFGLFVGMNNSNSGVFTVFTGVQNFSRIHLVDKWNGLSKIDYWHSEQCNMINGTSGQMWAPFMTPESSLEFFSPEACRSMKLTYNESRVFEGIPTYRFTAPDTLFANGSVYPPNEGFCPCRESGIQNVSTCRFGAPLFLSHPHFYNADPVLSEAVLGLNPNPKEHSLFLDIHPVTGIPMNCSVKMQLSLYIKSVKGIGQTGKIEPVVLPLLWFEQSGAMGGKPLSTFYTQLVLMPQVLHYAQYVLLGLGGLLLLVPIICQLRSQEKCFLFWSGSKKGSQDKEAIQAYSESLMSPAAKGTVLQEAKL
SR-BI DiI-HDL act: activators of SR-BI mediated DiI-HDL uptake, primary screen, ldlA[mSR-BI] CHO cells, DiI fluorescence; 3 h; 100 = double the neutral-control signal; activation, % at 12.5 µM; 320,000 tested, 0.096% active; AID 504775, 2011;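 active = mean replicate activation of at least 60% and every replicate at or above 60%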;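 also: 0% = median plate neutral-control signal and 100% = twice that signal; values of inactives mirror those of a sister screen read the other way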
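material = CHO ldlA[mSR-BI] cells | medium = Ham's F12 with 0.5% BSA, HEPES 25 mM, pH 7.4 | reagent = fluorescent DiI-HDL, 10 µg/mL final | compound dosing = single-point compound dose | incubation = 3 h, 37 °C | measured by = bottom-read fluorescence, 550/595 nm | measure = HDL uptake via cellular fluorescence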
Tat export inh: E. coli Tat export inhibitors, primary screen, MC4100, TorA-mCherry reporter, fluorescence, single point | inhibition, % at 10 µM | 340,000 tested, 0.036% active | AID 488895, 2010;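 active = mean replicate inhibition at least 50% and at least half of replicates individually reaching 50%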;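 also: exported cargo escapes ClpAP degradation while cytoplasmic cargo is degraded and loses fluorescence; 0% = median of neutral control wells and 100% = median of NaSCN control wells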
CAL PDZ FP-1: CAL PDZ peptide-binding inhibitors, primary screen, biochemical, fluorescence polarization, Cer-tagged CAL PDZ, HTS. Golgi-associated PDZ and coiled-coil motif-containing protein (Homo sapiens), Q9HD26. purified CAL PDZ, TMR-peptide fluorescence polarization, 1 h. 330,000 tested, 0.02% active. inhibition, % at 20 µM. AID 504414, 2011;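 active = highest replicate inhibition of at least 40%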;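 also: plate controls were DMSO neutral control wells for no effect and unlabeled competitor peptide control wells for full effect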
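material = purified tagged CAL PDZ domain construct (CerCALP) | buffer or medium = sodium phosphate/NaCl buffer pH 7.4 with TCEP, IgG, Thesit | reagent = TMR-labelled reporter peptide T*-PRC34 bound in PDZ groove | incubation = 1 h room-temperature incubation prior to read | measured by = fluorescence polarization (mP) | evaluation = percent inhibition from loss of millipolarization | control set = unlabelled peptide and DMSO controls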
Ecoli viability: E. coli V3065 growth inhibition, primary screen, counter-screen for AddAB inhibitor project, absorbance, OD600; 18 h; inhibition, % at 11.9 µM; 330,000 tested, 0.27% active; AID 449728, 2010;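 active = inhibition above the campaign's mean inhibition across all tested compounds plus 3 SD, cut at about 9.9% in these data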;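 also: uninfected addAB+ strain grown without phage in ampicillin broth; 0% = DMSO wells and 100% = ciprofloxacin 0.95 µg/ml wells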
AddAB inh: growth inhibition of E. coli expressing H. pylori AddAB, primary screen, AddAB inhibitor project, absorbance; inhibition, % at 11.9 µM; 330,000 tested, 0.29% active; in the data active = inhibition above about 12%;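 also: 0% = vehicle wells of infected cells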
Wnt act: Wnt/beta-catenin pathway activators, primary screen, cell-based, plate reader, single point. AID 743398, 2014. 300,000 tested, 1.2% active. activation, % at 9.35 µM. Wnt/beta-catenin reporter cell assay, activator; in the data active = activation above about 30%, passing the limit was not always enough;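 also: 0% = neutral control wells and 100% = positive control wells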
CAL PDZ FP-2: untagged CAL PDZ binding inhibitors, primary screen, biochemical, fluorescence polarization, HTS | inhibition, % at 24.9 µM | Golgi-associated PDZ and coiled-coil motif-containing protein (Homo sapiens), Q9HD26 | AID 602252, 2012 | purified CAL PDZ, TMR-peptide fluorescence polarization, 1 h | 300,000 tested, 0.92% active;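 active = mean inhibition of at least 30% with at least half of replicates also reaching 30%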;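 also: 0% = DMSO neutral control and 100% = excess unlabeled competitor peptide PRC23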
phage Ecoli inh: growth loss of phage-infected E. coli, primary screen, RecBCD inhibitor project, absorbance, with phage, HTS. AID 651602, 2012. inhibition, % at 11.9 µM. 360,000 tested, 0.26% active; in the data active = inhibition above about 11%
MITF act: activators of MITF-driven TRPM1 promoter reporter, primary screen, cell-based, SK-MEL-5, luciferase, single point; activation, % at 12.5 µM; AID 588334, 2011; 300,000 tested, 0.75% active; SK-MEL-5 TRPM1-promoter luciferase, 24 h; % of positive control, neutral wells = 0;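 active = mean activation of at least 80% with every replicate also reaching 80%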;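 also: 0% = neutral control wells and 100% = parthenolide positive control wells; values of inactives mirror those of a sister screen read the other way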
Active calls of the source: *; · = no result given; & = joins results of further samples. Not a hit list. Share with any hit: about 3.6%.

no.	Compound	SR-BI DiI inh	SR-BI DiI-HDL act	Tat export inh	CAL PDZ FP-1	Ecoli viability	AddAB inh	Wnt act	CAL PDZ FP-2	phage Ecoli inh	MITF act
1	Cc1c(CC(=O)N2CCN(C(=O)C3COc4ccccc4O3)CC2)c(=O)oc2cc(O)cc(O)c12 (stereo not drawn)	7	-7	3	-2.9	0.2	3.6	-3	-3	1.5	-2
2	NCCCCCc1nnc(SCc2cccc(Cl)c2)o1	-22	22	-7	-1.3	-2.7	0.3	·	1	4.4	-7
3	CNC(=S)N(CCN(C)C)Cc1cc2cc3c(cc2[nH]c1=O)OCO3	-12	12	-4	-0.4	-0.5	0.0	0	-3	1.7	·
4	O=C(O)CSc1c(-c2ccccc2)[nH]c2ccccc12	11	-11	-9	-3.7	-2.5	2.9	5	1	3.4	-16
5	N#Cc1c(-c2ccc(Cl)cc2)c(C#N)c(=O)n(N)c1N	-15	15	-8	-2.2	-0.3	0.4	·	-9	4.1	9
6	COc1ccccc1NS(=O)(=O)c1ccc2oc(SCc3ccc(C#N)cc3)nc2c1	14	-14	4	-4.2	2.3	2.3	-3	-3	2.0	-15
7	O=c1cc(-c2ccccc2)[nH]c2cc(Cl)ccc12	37	-37	6	-0.8	2.6	5.0	-13	-4	2.2	-9
8	O=C(c1ccccc1SCc1ccccc1)N1CCCCCC1	-16	16	6	-0.4	-0.5	1.7	·	-8	6.1	17
9	CC(C)(C)n1nc2c(c1NC(=O)COc1ccc(Cl)cc1)CS(=O)(=O)C2	12	-12	-6	-2.5	-0.6	0.3	-2	-4	1.8	9
10	Nc1c(-c2ccc(F)cc2)cnc2ncnn12	-21	21	-5	-0.5	3.6	5.9	·	-2	2.8	-3

Screen by screen, from the results shown.
Ecoli viability for nos. 1 to 10 → 0.2, -2.7, -0.5, -2.5, -0.3, 2.3, 2.6, -0.5, -0.6, 3.6
Tat export inh for nos. 1 to 10 → 3, -7, -4, -9, -8, 4, 6, 6, -6, -5

New compounds follow.
no.	Compound	SR-BI DiI inh	SR-BI DiI-HDL act	Tat export inh	CAL PDZ FP-1	Ecoli viability	AddAB inh	Wnt act	CAL PDZ FP-2	phage Ecoli inh	MITF act
11	COCCCNC(=O)c1cc(C)nc2ccc(F)cc12	-29	29	9	-0.5	0.8	0.9	·	-4	2.4	-7
12	OC(COc1ccc2c(c1)CCC2)CN1CCN(c2cccc(Cl)c2)CC1 (stereo not drawn)	22	-22	20	·	2.1	1.3	0	1	5.6	10
13	ON=C1CCN(c2ncc(C(F)(F)F)cc2Cl)CC1	·	·	-10	-2.0	1.3	2.0	-1	-4	1.6	·
14	CC(C)(C)c1nc(NCC2CCCO2)c2nnn(Cc3ccccc3)c2n1 (stereo not drawn)	-3	3	1	0.0	-1.2	0.7	-2	1	5.3	1
15	Cc1ccccc1P(=O)(CO)c1ccccc1C	-2	2	-10	·	1.4	2.5	·	-5	0.9	-8
16	COCCCN1C(=O)CS/C1=N\S(=O)(=O)c1ccccc1	-9	9	-3	0.2	2.1	2.8	-2	-1	1.7	13
17	COc1cc2c(cc1OC)CN(CC(=O)Nc1ccccc1C(=O)NCc1ccccc1)CC2	·	·	6	-2.1	1.3	-0.3	-1	-2	0.8	-1
18	COc1cccc(C(=O)NCCCn2ccnc2)c1	-1	1	-15	-0.2	-0.2	-0.7	0	·	3.2	-1
19	CSCC(=O)N1CCCC(N2CCN(c3ccc(F)cc3)CC2)C1 (stereo not drawn)	-1	1	0	-7.5	0.3	1.1	1	-1	0.2	0
20	Cc1ccc(S(=O)(=O)NCCCN2CCCC2)cc1	5	-5	-15	-0.4	-2.0	-0.9	0	-2	3.6	7
21	COc1cc(NC(=O)c2nccnc2N)cc(C(=O)Nc2cccc(C(F)(F)F)c2)c1	51	-51	0	-2.1	-1.4	-1.1	-1&-3	-1	2.3&-1.7	-22
22	Cc1ccc(N(C(=O)C2CCCC2)C2C=CS(=O)(=O)C2)cc1 (stereo not drawn)	·	·	-3	-0.6	-0.8	2.1	-1	5	1.5	-7
23	CCOc1ccc(-n2nnnc2-c2nc3ccccc3s2)cc1	13	-13	-2	-0.6	0.3	1.9	-5	-1	1.8	-19
24	CCc1ccc(NC(=O)CS(=O)CC(=O)N2CCN(c3ccccc3F)CC2)cc1 (stereo not drawn)	·	·	-12	-2.9	0.2	1.4	1	-2	0.4	-1
25	CC(=O)NC(=S)Nc1ccc2oc(=O)ccc2c1	8	-8	7	0.2	-1.4	-0.8	6	3	1.7	13
26	COc1ccc(CCN(C)C(=O)c2cc(-c3ccccc3)nc3ccccc23)cc1OC	33	-33	-2	-2.7	·	·	-2	-4	2.8	12
27	C1=C(c2sc3ccccc3c2-c2ccc(OCCN3CCOCC3)cc2)CCCC1	45	-45	3	0.8	-1.1	-0.4	-10	-4	0.6	-2
28	Cc1cc(C(=O)C(C(c2ccccc2)N2CCOCC2)N2CCOCC2)ccc1Cl (stereo not drawn)	-12	12	-9	-0.9	·	·	5	1	3.6	27
29	O=c1ccc2c(o1)/C(=C/C=C(Cl)Cl)CCC2	22	-3	-5	0.2	-3.2	1.0	-1	-4	1.9	4
30	O=C(C/C=N/OCc1ccc(F)cc1Cl)c1cnc(-c2ccccc2)s1	16	-16	-3	0.4	-0.7	1.9	-1	0	2.4	-17
31	N#Cc1ccc(N=c2ssnc2Cl)cc1	-11&15	11&-15	0&-7	-0.4&-0.2	0.5&-4.7	2.5&3.1	-3	-6&-9	3.4	-5&1
32	Cc1cccc(NC(=O)CCn2c(=O)oc3ccccc32)c1	·	·	3	-2.2	-0.9	1.5	2	11	0.6	8
33	CN(C)c1ccc(C(=O)c2ccc(N(C)C)c(N)c2)cc1N	4	-4	2	-0.5	-3.6	-2.4	·	·	2.3	·
34	COc1ccccc1-c1nnc(SCC(=O)N2CC(C)CC(C)C2)o1 (stereo not drawn)	31	-31	-4	-0.5	-2.8	-0.5	-1	·	1.6	·
35	NC(=O)c1ncn([C@@H]2O[C@H](CNCc3cc(Cl)ccc3OCc3ccc(Cl)cc3)[C@@H](O)[C@H]2O)n1	12	-12	-2	-0.4	·	·	7	-7	3.3	2
36	O=C(N/N=C/c1cnc(N2CCOCC2)s1)c1ccccc1	0	0	-2	-1.3	0.5	4.7	-2	-2	3.0	7
37	CCN(CC)S(=O)(=O)c1ccc(N2CCOCC2)c(NC(=O)c2ccc(NC(C)=O)cc2)c1	·	·	11	-0.7	-0.6	-1.5	-1	0	1.1	11
38	CC1CCCCN1S(=O)(=O)c1ccc2[nH]c(=O)cc(C(=O)NCCCN3CCCCCC3)c2c1 (stereo not drawn)	-13	13	6	-2.1	-1.6	-1.7	0	-1	0.6	8
39	Cc1ccccc1NC(=O)Cn1c(=O)n(CC2CCCO2)c(=O)c2ccccc21 (stereo not drawn)	·	·	2	-1.9	-1.4	2.9	4	-2	-0.3	16
40	CCOc1ccc(CCNC(=O)c2[nH]c(C)c(C(C)=O)c2CC)cc1OCC	10	-10	0	-2.2	1.5	1.4	12	-3	4.5	-12

In a second layout: results already given
Results follow in this order: SR-BI DiI inh	SR-BI DiI-HDL act	Tat export inh	CAL PDZ FP-1	Ecoli viability	AddAB inh	Wnt act	CAL PDZ FP-2	phage Ecoli inh	MITF act
#32 Cc1cccc(NC(=O)CCn2c(=O)oc3ccccc32)c1
    ·	·	3	-2.2	-0.9	1.5	2	11	0.6	8
#33 CN(C)c1ccc(C(=O)c2ccc(N(C)C)c(N)c2)cc1N
    4	-4	2	-0.5	-3.6	-2.4	·	·	2.3	·
#34 COc1ccccc1-c1nnc(SCC(=O)N2CC(C)CC(C)C2)o1 (stereo not drawn)
    31	-31	-4	-0.5	-2.8	-0.5	-1	·	1.6	·
#35 NC(=O)c1ncn([C@@H]2O[C@H](CNCc3cc(Cl)ccc3OCc3ccc(Cl)cc3)[C@@H](O)[C@H]2O)n1
    12	-12	-2	-0.4	·	·	7	-7	3.3	2
#36 O=C(N/N=C/c1cnc(N2CCOCC2)s1)c1ccccc1
    0	0	-2	-1.3	0.5	4.7	-2	-2	3.0	7
#37 CCN(CC)S(=O)(=O)c1ccc(N2CCOCC2)c(NC(=O)c2ccc(NC(C)=O)cc2)c1
    ·	·	11	-0.7	-0.6	-1.5	-1	0	1.1	11
#38 CC1CCCCN1S(=O)(=O)c1ccc2[nH]c(=O)cc(C(=O)NCCCN3CCCCCC3)c2c1 (stereo not drawn)
    -13	13	6	-2.1	-1.6	-1.7	0	-1	0.6	8

Later entries
no.	Compound	SR-BI DiI inh	SR-BI DiI-HDL act	Tat export inh	CAL PDZ FP-1	Ecoli viability	AddAB inh	Wnt act	CAL PDZ FP-2	phage Ecoli inh	MITF act
41	COc1cccc(-c2nnc(SCc3ccc(C#N)cc3)n2Cc2ccco2)c1	14	-14	-4	-0.8	-3.6	0.2	·	·	0.6	-3
42	CCC(C(=O)OCC(=O)Nc1ccc2[nH]c(=O)[nH]c2c1)c1ccccc1 (stereo not drawn)	-5	5	-7	-3.8	-0.8	-0.2	-1	-7	4.6	3
43	O=C(CN1CCN(c2ccccc2F)CC1)N1N=CCC1c1ccccc1 (stereo not drawn)	-18	18	7	-1.4	-2.1	-1.3	-2	1	2.2	2
44	COc1ccc(OC)c(NC(=O)c2cc3oc4ccccc4c3cc2O)c1	36	-36	-8	-1.4	-3.3	1.3	4	-3	3.2	-3
45	COc1ccc(-c2nc3c(c(SCC(=O)N4CCOCC4)n2)Cc2c(CO)cnc(C)c2O3)cc1	-7	7	1	-8.3	-1.7	2.4	0	-7	0.0	1
46	O=C(Nc1cccnc1)C1CCN(S(=O)(=O)c2cccc3nonc23)CC1	-12	12	6	0.7	1.4	3.5	-2	-3	2.2	-1
47	O=C(CNCC1CCCO1)Nc1ccc([N+](=O)[O-])cc1C(=O)Nc1ccccc1F (stereo not drawn)	25	-25	-1	0.8	0.4	-0.7	1	2	-0.8	-5
48	COC(=O)c1ccc(CS(=O)(=O)c2ccc(C)cc2)cc1	-21	21	5	-0.3	2.8	0.3	-2	-4	0.2	13
49	CS(=O)(=O)N1N=C(c2cccs2)CC1c1ccc(Cl)o1 (stereo not drawn)	-15	15	-3	-0.5	0.0	4.3	-6	-7	2.8	18
50	CCCCOc1ccc(C(=O)O)cc1	-14	14	10	·	1.1	-0.5	-2	2	-0.8	4
51	O=C(Nc1ncc2c(n1)-c1ccccc1CC2)c1cccc(Cl)c1	11	-11	0	-1.2	-0.5	-1.9	-6	3	1.7	·
52	CC(=O)NC1C(OCCOc2ccc(Cl)cc2Cl)OC(COC(C)=O)C(OC(C)=O)C1OC(C)=O (stereo not drawn)	-2&3	2&-3	11&-4	-2.2	-1.4	-0.3	-3	-1	1.1	24
